thrombin 1536 = inhibitors of human thrombin | alpha-thrombin, Boc-VPR-AMC fluorogenic substrate cleavage | 220,000 tested, 0.26% active | inhibition, % at 5 µM | P00734;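 active = inhibition at or above 40%; inactive = inhibition below 40%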;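 also: 0% = enzyme with no compound and 100% = wells without enzyme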
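Material: Human alpha-thrombin protein | Buffer or medium: pH 7.5 Tris-saline with Tween 20 | Reagent: Boc-VPR-AMC substrate, 15 µM final | Schedule: Reaction at ambient temperature | Detection: AMC fluorescence at 355 nm excitation and 460 nm emission | Evaluation: Percent inhibition scaled between no-compound controls and no-enzyme blanks | Controls: no-compound enzyme wells and no-enzyme blanks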
NCF1 inh = inhibitors of human p47phox binding; 220,000 tested, 0.53% active; p47phox/p22phox peptide binding, fluorescence polarization, 2 h; P14598; inhibition, % at 24.7 µM; AID 1274;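 also: 0% = p47phox with labelled peptide and 100% = labelled peptide alone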
Furin inhibitor = inhibitors of human furin. inhibition, % at 30 µM. 220,000 tested, 0.061% active. purified furin, fluorogenic substrate cleavage. P09958; in the data active = inhibition above about 25%; also: inactives centre near -15
Rad51 HR inh = Rad51 (human) homologous recombination inhibition; Q06609; hRad51 DNA strand exchange, fluorescence dequenching; inhibition, % at 10 µM; 200,000 tested, 0.085% active;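 active = inhibition above 40% at the single screening dose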;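 also: 0% = DMSO control wells and 100% = blanks with heterologous ssDNA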
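material = hRad51 filaments on single-stranded DNA | reagent = Donor/quencher-labelled 47-bp dsDNA substrate | compound = 10 µM final, single point | schedule = strand-exchange reaction 15 min at room temperature | measured by = fluorescein emission 520 nm, excitation 485 nm | read-out basis = % inhibition versus plate control and blank means | benchmarks = plate controls and plate blanks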
14-3-3 Bad PPI = disrupts binding of bovine 14-3-3 zeta to phospho-Bad peptide. TR-FRET 14-3-3zeta/Dy647-pBad peptide displacement, 1 h. inhibition, % at 21.7 µM. 220,000 tested, 0.71% active. AID 781;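 active = inhibition above about 70%, limit read from the data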;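 also: 0% = full 14-3-3 plus peptide FRET controls and 100% = background without 14-3-3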
EBV gp42 block = EBV gp42 inhibition; AID 1085; Q1HVG2; Fluorescence polarization binding assay, mP read-out; 220,000 tested, 0.42% active; inhibition, % (tested at 21.74 µM); in the data active = inhibition above about 50%
hK5 inh = blocks human kallikrein 5 protease activity. Q9Y337. recombinant hK5, fluorogenic AMC substrate cleavage. inhibition, % at 5 µM. 210,000 tested, 0.59% active;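 active = inhibition of 40% or more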;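 also: 0% = enzyme controls without compound and 100% = no-enzyme blanks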
eIF4E-4G inh = eIF4E/eIF4G interaction inhibition in translation initiation; P63073+Q04637; TR-FRET eIF4E-eIF4GI(517-606) binding, 2 h; inhibition, % at 21.7 µM; 220,000 tested, 0.37% active; AID 782;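 also: 0% = full FRET control wells and 100% = background wells lacking eIF4GI fragment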
Cl transport mod = modulators of human KCC2 chloride dependent transport; 190,000 tested, 2.2% active; AID 1456; KCC2 cells, thallium flux FluoZin-2 fluorescence; B-score of Tl+ flux slope (higher = more flux/activation; lower = inhibition) at 10 µM;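 active = thallium flux slope and its plate-corrected score both differing from the plate sample mean at a set confidence after two filtering rounds, in either direction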;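 also: slope of fluorescence scaled to starting intensity during 10 to 20 s after thallium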
Target sequence (Q9H2X9 whole entry, looked up): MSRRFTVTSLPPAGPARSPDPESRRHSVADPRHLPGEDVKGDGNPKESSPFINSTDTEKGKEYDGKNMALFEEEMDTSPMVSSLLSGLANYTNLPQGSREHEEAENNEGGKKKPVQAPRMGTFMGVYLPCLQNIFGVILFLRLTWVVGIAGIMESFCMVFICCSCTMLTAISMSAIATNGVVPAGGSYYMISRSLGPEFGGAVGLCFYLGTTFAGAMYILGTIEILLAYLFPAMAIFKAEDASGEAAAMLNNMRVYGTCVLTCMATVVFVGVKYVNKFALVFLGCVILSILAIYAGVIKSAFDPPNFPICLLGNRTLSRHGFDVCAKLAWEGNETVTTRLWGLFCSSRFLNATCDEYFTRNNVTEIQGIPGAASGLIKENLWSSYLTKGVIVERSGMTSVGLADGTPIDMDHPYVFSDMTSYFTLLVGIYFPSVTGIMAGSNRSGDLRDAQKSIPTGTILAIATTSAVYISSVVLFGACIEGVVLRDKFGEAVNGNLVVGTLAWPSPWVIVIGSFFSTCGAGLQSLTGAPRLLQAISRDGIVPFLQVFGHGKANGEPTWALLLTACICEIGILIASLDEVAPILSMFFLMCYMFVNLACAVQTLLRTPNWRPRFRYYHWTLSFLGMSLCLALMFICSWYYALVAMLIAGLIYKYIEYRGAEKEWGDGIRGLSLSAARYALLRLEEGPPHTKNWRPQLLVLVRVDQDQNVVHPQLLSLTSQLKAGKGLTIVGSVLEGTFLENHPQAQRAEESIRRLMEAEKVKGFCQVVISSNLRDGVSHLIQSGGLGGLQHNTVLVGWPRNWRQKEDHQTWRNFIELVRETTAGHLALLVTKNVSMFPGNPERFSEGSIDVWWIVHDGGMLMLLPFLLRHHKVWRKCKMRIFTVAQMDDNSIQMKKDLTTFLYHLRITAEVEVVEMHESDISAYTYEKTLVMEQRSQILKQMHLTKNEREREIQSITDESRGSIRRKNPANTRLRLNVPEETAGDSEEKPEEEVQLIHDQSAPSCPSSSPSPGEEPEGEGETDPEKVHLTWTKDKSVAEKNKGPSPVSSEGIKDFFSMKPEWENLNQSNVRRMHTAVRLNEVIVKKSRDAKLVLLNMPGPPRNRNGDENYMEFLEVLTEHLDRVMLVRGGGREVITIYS
Numbers without * were called inactive; . = not tested or not shown; [ ] = another dose, or the depositor's remark.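 The calls were made as follows, unless noted: active = inhibition above about 30% (limit read from the data); inactive = the rest.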

SMILES	thrombin 1536	NCF1 inh	Furin inhibitor	Rad51 HR inh	14-3-3 Bad PPI	EBV gp42 block	hK5 inh	eIF4E-4G inh	Cl transport mod
O=C1C(Cl)=C(Nc2ccc(F)cc2)C(=O)N1CCc1ccccc1	3	-13	-23	3	-5[fluorescence artefact?]	-9	-2	-1	-0.84
COc1ccc(-n2c(COc3cccc4ccccc34)nnc2SCC#N)cc1	-2	-14	4[20 µM]	2	-2[fluorescence artefact?]	9	-4	-2	-1.9
O=C(O)c1ccccc1NC(=O)N1CCOCC1	-7	4	-7	.	4	0	.	1	0.22
O=C(C1=C(O)C(=O)N(c2ncccn2)C1c1cccs1)c1ccco1 (centres undefined)	-10	-1	-2	-2	68	66*	-4	6	.
CN(C)S(=O)(=O)c1ccc(C(=O)OCC(=O)Nc2cccnc2Cl)cc1	2	-10	-24	5	-21	0	-9	1	0.36
Cc1ccc(NC(=O)NN2CCOCC2)cc1	4	4	-28	.	-6	-5	24	-2	-1
COc1ccc(CNC(=O)Cn2nc(-c3ccc4c(c3)OCCO4)ccc2=O)cc1	0	-1	-28	-5	-2	-13	6	1	-0.38
CCOC(=O)/C=c1\s/c(=C\c2ccc(C(F)(F)F)cc2)c(=O)n1CC(=O)NCc1ccco1	-13	-52	-5	-18	1	-45	-4	-2	0.75
Brc1cccc(/C=N/Nc2nc(N3CCCCC3)nc(N3CCCCC3)n2)c1	-24	-5	-15	-29	-2	-13	-4	0	.
Cc1cc(=O)[nH]c(-c2cccnc2)n1	-12	-3	-25	23	-18	-2	6	6	0.21
COC(=O)C1=C(SC)N(c2ccccc2)C(c2ccccc2)CC1=O (centres undefined)	7	-2	8	7	11[fluorescence artefact?]	-6	4	-16[fluorescence artefact?]	-1.4
CC1CCCN(Cc2c(O)ccc3c4c(c(=O)oc23)CCCC4)C1 (centres undefined)	-10	0	-120	.	-4	-1	-33	5	-0.83
C/C(=N\NC(=O)Cn1nc(C)c([N+](=O)[O-])c1C)c1ccc(O)cc1	3	1	5	16	-3	-7	15	-11	0.56
Cc1ccc(Nc2nc(-c3c(C)nc4ccccn34)cs2)cc1	4	-1	-16[20 µM]	0	4	-7	6	5	-0.21
CCn1c2ccccc2c2nnc(SCC(=O)NC3CCS(=O)(=O)C3)nc21 (centres undefined)	-1	-9	1	.	-2	-3	-22	-2	-1
COc1cc(OC)cc(C(=O)O/N=C(\N)c2ccccn2)c1	-8	-4	-8	.	9	-20	1	4	-0.002
Cc1ccc(C(C)C)c(OCC(=O)N/N=C/c2ccc(S(=O)(=O)O)o2)c1	-1	-11	-15	16	4	-28	2	-1	1.1
COC(=O)c1ccc(C)c(NC(=O)c2nn(C)c(=O)c3ccccc23)c1	6	-10	-22	0	5	-20	0	-42	.
N#Cc1ccsc1NC(=O)c1cnccn1	3	-12	-16	-3	-14	3	-6	6	1.5
CC(=O)Nc1ccc(NC(=O)C/C(C)=N/NC(=O)C(=O)N2CCCC2)cc1	5	12	-10[20 µM]	-4	2	-18	-6	7	-0.34

Individual results from the list:
COc1ccc(-n2c(COc3cccc4ccccc34)nnc2SCC#N)cc1 in eIF4E-4G inh → -2
COC(=O)C1=C(SC)N(c2ccccc2)C(c2ccccc2)CC1=O (centres undefined) in thrombin 1536 → 7
COc1ccc(CNC(=O)Cn2nc(-c3ccc4c(c3)OCCO4)ccc2=O)cc1 in hK5 inh → 6
Cc1cc(=O)[nH]c(-c2cccnc2)n1 in eIF4E-4G inh → 6
CN(C)S(=O)(=O)c1ccc(C(=O)OCC(=O)Nc2cccnc2Cl)cc1 in 14-3-3 Bad PPI → -21
N#Cc1ccsc1NC(=O)c1cnccn1 in Furin inhibitor → -16
O=C(O)c1ccccc1NC(=O)N1CCOCC1 in Furin inhibitor → -7

Further structures
SMILES	thrombin 1536	NCF1 inh	Furin inhibitor	Rad51 HR inh	14-3-3 Bad PPI	EBV gp42 block	hK5 inh	eIF4E-4G inh	Cl transport mod
O=C1CC[C@@H](CN(Cc2ccccn2)Cc2nc(-c3ccc(C(F)(F)F)cc3)no2)N1	-12	-7	-22	-4	1	-2	-3	0	-0.26
COc1ccc(NC(=O)c2ccccc2[N+](=O)[O-])cc1OC	22	-7	-9	4	-3	-6	-16	6	4.2*
COC(=O)C1=C(C)C(c2ccc(OC)cc2)NC(=O)N1 (centres undefined)	4	-7	-28	-27	-5	-23	1	3	0.34
O=C(CCS(=O)(=O)c1cccc2nsnc12)N1CCN(c2ccccc2F)CC1	-2	-6	-23[20 µM]	-5	10[fluorescence artefact?]	-18	-26	4	-0.055
C/C(=N/NC(=O)CNC(=O)COc1cccc(C)c1)c1ccco1	-6	-4	-14	16	-3	-20	1	2	1.2
COC(=O)C1CCN(C(=O)c2ccc(OC3CCN(Cc4ccccn4)CC3)cc2)CC1	2	3	-25	12	-2	-16	.	1	.
O=C(COC(=O)c1cnccn1)c1ccc([N+](=O)[O-])cc1	-1	-1	-20	.	-16	-9	3	0	1.2
Cc1cc([N+](=O)[O-])nn1Cc1ccccc1F	2	-7	-13[20 µM]	-5	8	-14	-8	7	-0.99
Cc1cc(C)c(OCCCCN2CCC(C)CC2)c(Br)c1	9	1	-25	3	11	-7	4	-1	-0.76
c1ccc(OCCCn2nnc(-c3cccnc3)n2)cc1	4	-7	-10[20 µM]	3	0	-3	-8	14	-1.3
CCC(=O)NC(=S)Nc1ccccc1OC	-2	-7	-15[20 µM]	-10	-4	-11	-20	-3	.
Cc1ccc(NC(=O)COC(=O)CCC(=O)c2cccs2)cc1C	-5	2	-16	2	6	-4	-3	-1	-2.9
c1coc(Cn2c(SCc3nc4ccccc4[nH]3)nnc2-c2cccs2)c1	1	-5	-14	0	-1	5	-5	-2	.
COc1ccc(C(C)=O)cc1CN1C(=O)C(C)N(c2ccc(C)cc2)C1=O (centres undefined)	-1	-2	-16	-5	1	-19	-2	3	.
CC(=O)C1=C(O)C(=O)N(CCN2CCOCC2)C1c1ccccc1 (centres undefined)	-1	-5	-17	-4	-4	-6	6	-4	.
O=C(Nc1ccc(F)cc1)C(=O)C1C(=O)Nc2ccccc21 (centres undefined)	-5	-9	-11	-2	-1	-13	-3	4	2.4
CCC(C)(C)NC(=O)C(c1cccs1)N(C(=O)c1ccn[nH]1)c1ccccc1 (centres undefined)	-8	5	-25	9	-10	-16	4	4	.
O=C(Nc1nc(-c2ccc(Cl)cc2)cs1)c1cccnc1	-6	-15	-19[20 µM]	-4	6	-5	-11	-17	-0.078
O=C(NCc1cccnc1)c1ccccc1NS(=O)(=O)c1ccc(F)cc1F	3	-16	-16	2	3	-9	3	-1	-1.2
O=C1OC(c2ccccc2)=C/C1=C\N1CCOCC1	5	-25	1	-8	-17	-20	-11	0	-0.092
COc1ccc(CC(C)N2CCN(c3ccccc3)CC2)cc1OC (centres undefined)	-6	-8	-20[20 µM]	-1	11	-6	-1	-2	0.82
CCOc1ccc(C(=O)NCC(=O)OCC(=O)Nc2cccc(S(=O)(=O)N3CCCC3)c2)cc1	-1	-10	-30	11	2	-13	8	-12	-0.52
C=CCn1c(SCC(=O)Nc2nccs2)nnc1-c1cc2cccc(OC)c2o1	1	-20	-17[20 µM]	4	8	-17	-10	-1	.
C/C=C(\C)C(=O)Nc1cccc(C2=NOC3(C2)C[C@@H](C(N)=O)N(C(=O)c2ccccc2C(=O)c2ccccc2)C3)c1 (some centres undefined)	2	-1	-21	-1	-1	-16	3	-1	-0.074
CCOc1cccc(C(=O)NC(=S)Nc2cccc(NC(=O)c3ccccc3Cl)c2)c1	-7	-17	-18	.	-6[fluorescence artefact?]	2	-28	3	-1.6
COc1cc(OC)cc(C(=O)Nc2ccc(NC(=O)c3ccco3)c(Cl)c2)c1	8	2	-8	1	64	23	-21	8	-0.84
CC(OCC(O)CNCC1COc2ccccc2O1)c1ccc(Cl)cc1 (centres undefined)	-6	5	-24	.	25	-26	-1	6	1.1
O=c1cc(CNc2cc(Cl)ccc2Cl)nc2sccn12	-5	1	-11	16	-2	-7	-11	0	0.1
Cc1ccc(N(C(=O)c2ccccc2Cl)C2=NC(C)CS2)c(C)c1 (centres undefined)	1	1	-7	3	1	0	-21	4	-0.59
CN(C)c1oc(-c2ccccc2[N+](=O)[O-])nc1C#N	-6	-7	-22	-1	-4	-27	-9	11	1.1
O=C(O)CSc1cccc[n+]1[O-]	5	-4	-13[20 µM]	-11	-10	-15	-8	2	0.2
COc1cccc(N2CCN(C(=O)CN(C)S(=O)(=O)c3ccc4c(c3)CCC(=O)N4)CC2)c1	-2	-13	-17	15	-17[fluorescence artefact?]	-10	2	1	0.014
CCOC(=O)c1cc(Br)c(=O)n2ccccc12	3	-12	-8[20 µM]	.	-11	-2	-23	8[fluorescence artefact?]	0.41
Cc1cc(NC(=O)CSc2nc(CCC3CCCC3)nc3ccccc23)no1	3	-19	-21[20 µM]	0	10[fluorescence artefact?]	-7	-17	4[fluorescence artefact?]	-2.6
C=CCC(c1ccccc1F)N(CCN1CCOCC1)C(=O)Nc1cccc(Cl)c1 (centres undefined)	-1	-11	-17[20 µM]	-1	2	-8	1	1	-0.77

Gathered by group, the compounds so far with a CF3 group (two)
SMILES	thrombin 1536	NCF1 inh	Furin inhibitor	Rad51 HR inh	14-3-3 Bad PPI	EBV gp42 block	hK5 inh	eIF4E-4G inh	Cl transport mod
CCOC(=O)/C=c1\s/c(=C\c2ccc(C(F)(F)F)cc2)c(=O)n1CC(=O)NCc1ccco1	-13	-52	-5	-18	1	-45	-4	-2	0.75
O=C1CC[C@@H](CN(Cc2ccccn2)Cc2nc(-c3ccc(C(F)(F)F)cc3)no2)N1	-12	-7	-22	-4	1	-2	-3	0	-0.26

2 records drawn at random from those above:
SMILES	thrombin 1536	NCF1 inh	Furin inhibitor	Rad51 HR inh	14-3-3 Bad PPI	EBV gp42 block	hK5 inh	eIF4E-4G inh	Cl transport mod
C=CCC(c1ccccc1F)N(CCN1CCOCC1)C(=O)Nc1cccc(Cl)c1 (centres undefined)	-1	-11	-17[20 µM]	-1	2	-8	1	1	-0.77
CCOc1cccc(C(=O)NC(=S)Nc2cccc(NC(=O)c3ccccc3Cl)c2)c1	-7	-17	-18	.	-6[fluorescence artefact?]	2	-28	3	-1.6

Whole records, looked up by structure. Order of values: thrombin 1536, NCF1 inh, Furin inhibitor, Rad51 HR inh, 14-3-3 Bad PPI, EBV gp42 block, hK5 inh, eIF4E-4G inh, Cl transport mod
C/C=C(\C)C(=O)Nc1cccc(C2=NOC3(C2)C[C@@H](C(N)=O)N(C(=O)c2ccccc2C(=O)c2ccccc2)C3)c1 (some centres undefined) across the screens: 2, -1, -21, -1, -1, -16, 3, -1, -0.074
O=c1cc(CNc2cc(Cl)ccc2Cl)nc2sccn12 across the screens: -5, 1, -11, 16, -2, -7, -11, 0, 0.1

Screening data as filed in PubChem.

Compounds were not picked by outcome; 4.7% or so of the library scored in one or more.
